Bioassay records as filed in PubChem.
p53 reactivation: re-activators of mutant p53 | Potency, µM (highest dose often 92.2 µM), for the others: at the top dose activity change, positive = activation, hits mostly activators | 320,000 tested, 0.063% active | H1299 p53-A138V BP100-luciferase reporter, luminescence, 24 h; further: % of control where 0% means no effect; nearly all actives have a fitted effect of over 45% in size
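H1299 (p53-null), stable ts p53-A138V + BP100-Luc; 1000 cells/well, Opti-MEM/10% FBS; cpd 4 pt, 1:5; 24 h, 37 deg C, 5% CO2; detection reagent 10 min RT; luminescence.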
Gal4-VP16 FLuc: counter-screen for ROR gamma inhibitors: Gal4-VP16 reporter | Potency, µM (series often up to 53.6 µM), without a hit: at the top dose activity, negative = inhibition, hits mostly inhibitors | 310,000 tested, 3.5% active | Drosophila S2 Gal4-VP16 UAS-luciferase, luminescence, 20 h | AID 2546;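 further: Gal4-VP16 expression switched on by copper sulfate through the metallothionein promoter; on the % scale 0 is the no-effect control and ±100 the full control effect; nearly all actives have a fitted effect of over 50% in size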
BRCA1 expr act: increases BRCA1 expression; 380,000 tested, 1.1% active; AID 624202; Potency, µM (highest dose often 46.1 µM), inactives show at the top dose activation, most hits filed as activators; MCF7-BRCA1-FFLuc reporter, luminescence, 48 h; response scale: scaled: vehicle 0%, 10 µM genistein 100%; further: nearly all actives have a fitted effect of over 80% in size; some results filed as inactive show a strong effect at the top dose
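MCF7-BRCA1-FFLuc cells, 2000/well in phenol-red-free MEM, attached 2 h then treated 48 h at 37 C. Luciferase luminescence read 15 min after reagent; normalized to genistein maximum activation (10microM) and DMSO, concentration-response fitted.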
ELG1 genotox: inducers of genotoxicity in HEK293T ELG1-luciferase cells; HEK293T ELG1-luciferase reporter, luminescence, 16 h; Potency, µM (doses to about 46 µM), without a hit: at the highest dose activity change, positive = activation, most hits filed as activators; 330,000 tested, 1.3% active; AID 504466; further: % of control where 0% means no effect; nearly all actives have a fitted effect of over 60% in size
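After overnight (16 hr) compound treatment at 37 °C, ELG1-luciferase HEK293T cells were lysed with ONE-Glo; luminescence quantified 30 min later at room temperature.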
Rab9 promoter act: activates the Rab9 promoter; Huh7 Rab9 promoter-luciferase reporter, luminescence, 24 h; Potency, µM (highest dose often 9.22 µM), for inactives: top-dose activation, negative = inhibition, actives largely listed as activators; 320,000 tested, 2.8% active; AID 485297; further: % of control where 0% means no effect; nearly all actives have a fitted effect of over 60% in size
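Huh7 cells stably carrying a Rab9 promoter-luciferase reporter, 1500 cells per well in OP-MEM I with 10% FBS, treated with compound 24 hours at 37C. Luciferase activity read by luminescence after 10 minutes with Amplite reagent.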
RORg inh: blocks mouse ROR gamma transcriptional activity. P51450. Potency, µM (titrated, usually from 53.6 µM), without a hit: at the highest dose activity change, negative = inhibition, hits mostly inhibitors. Drosophila S2 Gal4-RORgamma UAS-luciferase reporter, 20 h. 310,000 tested, 5.4% active. AID 2551; further: on the % scale 0 is the no-effect control and ±100 the full control effect; nearly all actives have a fitted effect of over 60% in size
Target sequence (P51450 whole entry, looked up, the tested form may be a part): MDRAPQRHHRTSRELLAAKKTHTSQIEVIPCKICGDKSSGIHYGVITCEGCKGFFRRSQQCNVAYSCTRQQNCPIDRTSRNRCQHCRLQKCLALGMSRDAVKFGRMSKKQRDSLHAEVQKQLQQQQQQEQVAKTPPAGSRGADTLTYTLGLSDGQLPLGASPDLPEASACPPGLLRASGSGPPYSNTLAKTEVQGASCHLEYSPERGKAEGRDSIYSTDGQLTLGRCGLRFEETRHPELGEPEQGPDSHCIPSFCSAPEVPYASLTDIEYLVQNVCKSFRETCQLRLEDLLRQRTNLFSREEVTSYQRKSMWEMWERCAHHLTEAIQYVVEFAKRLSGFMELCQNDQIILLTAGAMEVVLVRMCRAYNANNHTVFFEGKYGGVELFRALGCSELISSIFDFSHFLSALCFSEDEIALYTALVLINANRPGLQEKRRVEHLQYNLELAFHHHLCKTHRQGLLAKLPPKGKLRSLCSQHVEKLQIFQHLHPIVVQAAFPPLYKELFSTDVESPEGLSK
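Using a luciferase readout, inhibitors were identified by reduced reporter activity in Drosophila cells coexpressing a copper-inducible Gal4–ROR gamma fusion and UAS-driven Photinus luciferase, incubated 20 hr after 700 uM copper sulfate.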
uPA surface inh: blocks generation of uPA at the cell surface; 330,000 tested, 0.31% active; Potency, µM (highest dose often 38.3 µM), for the others: at the highest dose activity change, negative = inhibition, most hits filed as inhibitors; cell surface uPA generation assay, qHTS; active means well fitted inhibition curve with a large enough effect; inconclusive means small, poorly fitted or top-dose-only effect; inactive means no such curve, though single readings can be large or run the other way; tested in mouse RAW 264.7 cells; further: on the % scale 0 is the no-effect control and ±100 the full control effect; nearly all actives have a fitted effect of over 55% in size
FLuc modulator: firefly luciferase modulation, counter-screen for miR-21 project; P08659; purified FLuc, Km substrates, luminescence inhibition; Potency, µM (highest dose often 57.5 µM), without a hit: at the top dose activity change, negative = inhibition, most hits filed as inhibitors; 360,000 tested, 6.9% active; AID 588342;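 further: plate controls were vehicle for no effect and reference inhibitor for full effect; nearly all actives have a fitted effect of over 55% in size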
Target sequence (P08659 whole entry, looked up): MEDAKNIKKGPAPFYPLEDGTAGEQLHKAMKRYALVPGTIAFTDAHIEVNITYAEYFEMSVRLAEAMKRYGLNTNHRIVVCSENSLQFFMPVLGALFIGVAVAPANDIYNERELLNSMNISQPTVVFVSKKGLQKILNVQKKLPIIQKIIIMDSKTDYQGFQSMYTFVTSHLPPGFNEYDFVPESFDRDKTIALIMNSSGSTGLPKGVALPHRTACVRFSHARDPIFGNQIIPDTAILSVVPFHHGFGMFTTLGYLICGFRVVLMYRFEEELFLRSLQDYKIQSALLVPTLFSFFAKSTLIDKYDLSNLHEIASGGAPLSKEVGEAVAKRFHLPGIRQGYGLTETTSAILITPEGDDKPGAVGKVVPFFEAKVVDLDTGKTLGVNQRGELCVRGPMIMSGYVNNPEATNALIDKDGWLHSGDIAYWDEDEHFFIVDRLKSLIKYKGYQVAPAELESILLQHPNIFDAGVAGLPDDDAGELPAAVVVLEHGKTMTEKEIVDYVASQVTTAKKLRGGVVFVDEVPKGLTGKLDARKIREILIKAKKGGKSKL
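Purified P. pyralis luciferase (10nM final) with 10uM D-luciferin and 10uM ATP (Km levels) in 50mM Tris acetate pH 7.5, 10mM Mg acetate, 0.01% Tween-20, 0.05% BSA; qHTS 6-point titration, ~60 µM downward; luminescence read.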
NPC1 promoter act: NPC1 promoter activation; Huh7 NPC1 promoter luciferase reporter, 24 h; Potency, µM (top dose mostly 9.22 µM), without a hit: top-dose activation, usual class: activators; 320,000 tested, 2.4% active;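 further: % of control where 0% means no effect; nearly all actives have a fitted effect of over 60% in size; reporter is driven by a mutant NPC1 promoter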
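Quantitative HTS used a cell-based reporter: Huh7 cells stably bearing the NPC1 promoter upstream of luciferase were treated with compounds for 24 h, and promoter activation was read as luminescence.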
MLL CXXC-DNA inh: MLL CXXC-DNA interaction inhibition; MLL-CXXC / FITC-HOXA9 DNA fluorescence polarization; Potency, µM (titrated, usually from 115 µM), without a hit: at the top dose activity change, negative = inhibition, most hits filed as inhibitors; 290,000 tested, 0.037% active; active means well fitted inhibition curve with a large enough effect in the polarisation, with a control signal flat, not every such curve was filed as active; inconclusive means small, poorly fitted or top-dose-only effect, or effect the other way, or a change in a side signal; inactive means no such curve, though single readings can be large or run the other way; the % refers to the polarisation
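Purified MLL-CXXC (added from a 7 uM solution) was preincubated 5 min at ambient with pinned compounds in 50 mM Tris-HCl pH 7.5, 50 mM NaCl, 1 mM DTT, 0.05% BSA. Fluorescein-labeled HOX-A9 DNA (50 nM solution) followed, 30 min, then polarization read.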
MBNL1-CUG inh: inhibitors of human MBNL1 binding to CUG repeat RNA | 280,000 tested, 0.036% active | Potency, µM (doses to about 57.5 µM), without a hit: at the top dose activity change, negative = inhibition, most hits filed as inhibitors | Q9NR56 | TR-FRET MBNL1-His/biotin-(CUG)12 binding, 665/545 ratio; active means well fitted inhibition curve with a large enough effect in the signal ratio, with a control signal flat, not every such curve was filed as active; inconclusive means small, poorly fitted or top-dose-only effect, or effect the other way, or a change in a side signal; inactive means no such curve, though single readings can be large or run the other way; the % refers to the signal ratio; further: on the % scale 0 is the no-effect control and ±100 the full control effect
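TR-FRET between His-tagged MBNL1 and biotin-(CUG)12 RNA, detected with Tb anti-His antibody (0.055 ng/ul) and streptavidin-XL665 (5 nM), 60 min at room temperature. Compounds titrated 92 nM to 58 uM; 665/545 nm ratio normalized to buffer and complex controls.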
The depositor's hits bear a star; ? = inconclusive; nt = no result given; [ ] = remark or other dose. Unless noted, the call rests on the fitted dose curve; in most records, active means well fitted curve in the direction sought with a large enough effect; inconclusive means small, poorly fitted or top-dose-only effect, or another doubt; inactive means no such curve, though single readings can be large; an effect the other way counts as inactive or inconclusive. Potency means the concentration at half of the fitted maximal effect. The list is partial; rates above refer to the full screens.

#1 CCn1cc(C(=O)O)c(=O)c2cc(F)c(N3CCN(C(=S)NC(=O)c4ccc(F)c(F)c4)CC3)cc21
#2 O=C1NC(=O)/C(=C\c2ccccc2OCc2ccc([N+](=O)[O-])cc2)N1
#3 CCCCC/C=C/C1=CC(=O)C[C@H](c2ccc(Cl)cc2)C1
#4 Cc1ccccc1NC(=O)c1c(C)[nH]c(=S)c(C#N)c1-c1ccco1
#5 COc1ccc(NC(=O)COc2ccc(C)cc2)c([N+](=O)[O-])c1
#6 Cc1cc(C)n2ncnc2n1
#7 Cc1ccc(NC(=O)N2CCCC(c3ccccc3)C2)cc1 (stereo not drawn)
#8 Clc1c(-c2nnc3n2CCC3)sc2ccccc12
#9 CC(NC(=S)Nc1ccc([N+](=O)[O-])cc1)c1ccncc1 (stereo not drawn)
#10 O=C(CCN1CCCCCC1)Nc1cccc(Cl)c1
assay / entry	1	2	3	4	5	6	7	8	9	10
p53 reactivation	-1%	5%	0%	-4%	4%	1%	1%	-9%	0%	3%
Gal4-VP16 FLuc	?	-11%	nt	1%	3%	-7%	0%	nt	-4%	0%
BRCA1 expr act	4%	-9%	-19%	-3%	68%	1%[1.84 µM]	77%	?	-8%	0%
ELG1 genotox	-1%	1%	0%	0%	21µM*	-2%	2%	23%	-9%	1%
Rab9 promoter act	-12%	-4%	1%	2%	?	-4%	23%	2%	-2%	-5%
RORg inh	?	5%	nt	?	11%	-7%	24%	45%[0.365 µM]	24%	-7%
uPA surface inh	1%	-7%	5%	2%	4%	-1%	-10%	-8%	-3%	1%
FLuc modulator	0%	2%	0%	1%	?	1%	12µM*	21µM*	-2%	2%
NPC1 promoter act	-1%	-5%	-8%	0%	2.8µM*	-1%	2%	-1%	0%	0%
MLL CXXC-DNA inh	-1%	17%	nt	2%	1%	5%	-3%	2%	-7%	3%
MBNL1-CUG inh	8%	?	nt	32%[activator]	6%	11%	0%	?	?	-3%

#11 CC(C)c1ccc(CNc2ncccn2)cc1
#12 COc1ccc(-n2c(=O)c3ccccc3n(CC(=O)c3ccccc3)c2=O)cc1OC
#13 O=C(O)COc1ccccc1/C=C1\C(=O)Nc2ccc(Br)cc21
#14 Cc1ccc(CN2CCN(Cc3ccncc3)CC2CCO)o1 (stereo not drawn)
#15 COc1ccc(C(=O)Nn2c(SCC(=O)NCc3ccco3)nc3ccccc3c2=O)cc1
#16 O=C(CCc1nc2ccccc2[nH]1)Nc1ccc2c(c1)OCCO2
#17 CCCNC(=O)NCCC12CC3CC(CC(C3)C1)C2
#18 Cc1cc(OCCCn2ccnc2)ccc1C(C)C
#19 COc1cc(OC)c(C2CC(=O)N3CN(c4ccccc4)CSC3=C2C#N)cc1OC (stereo not drawn)
#20 CCNC(=S)NS(=O)(=O)c1ccc(F)cc1
assay / entry	11	12	13	14	15	16	17	18	19	20
p53 reactivation	0%	-4%	nt	3%	-6%	21%	8%	7%	14%	14%
Gal4-VP16 FLuc	1%	-8%	-5%	-3%	8.9µM*	2%	-13%	?	14%	-11%
BRCA1 expr act	11µM*	3%	-22%	-6%	-87%[inhibitor]	0%	76%	4%	6%	35%
ELG1 genotox	?	3%	0%	1%	?	-2%	3%	1%	5%	0%
Rab9 promoter act	?	1%	0%	8%	0.089µM*	-1%	17%	-4%	-9%	-2%
RORg inh	9%	-2%	0%	21%	10µM*	3%	27%	-35%	-8%	1%
uPA surface inh	-2%	15%	-4%	-1%	-11%	8%	-4%	1%	0%	1%
FLuc modulator	13µM*	-1%	2%	-1%	0.21µM*	-16%	?	-19%	?	1%
NPC1 promoter act	?	-2%	2%	-6%	0.32µM*	1%	3%	1%	2%	-1%
MLL CXXC-DNA inh	-14%	-6%	-3%	-8%	-2%	-6%	-4%	0%	5%	1%
MBNL1-CUG inh	-6%	-11%	8%	-5%	-2%	?	-1%	6%	11%	-11%

The closing three records of the part above open the next one.
#18 Cc1cc(OCCCn2ccnc2)ccc1C(C)C
#19 COc1cc(OC)c(C2CC(=O)N3CN(c4ccccc4)CSC3=C2C#N)cc1OC (stereo not drawn)
#20 CCNC(=S)NS(=O)(=O)c1ccc(F)cc1
#21 CCCN(Cc1nnc(-c2ccccc2Cl)o1)C(=O)c1cc([N+](=O)[O-])cc([N+](=O)[O-])c1
#22 CCOC(=O)c1nnc(-c2cccs2)nc1NC(C)C
#23 O=C1CCC(=O)N1c1cccc(OS(=O)(=O)c2ccccc2)c1
#24 CN(C(=O)c1ccccc1C(=O)OCC(=O)Nc1ccc(S(N)(=O)=O)cc1)c1ccccc1
#25 COc1ccc(C2CC(c3ccc(F)cc3)=NN2c2ccccc2)cc1OC (stereo not drawn)
#26 COc1ccccc1N1CCN(C(=O)CSc2nnc(NC(=O)c3ccco3)s2)CC1
#27 O=C(NCc1ccccc1)c1ccc(Br)o1
#28 CCC(=O)c1ccc(OCC(=O)OC(C)C(=O)N2CCc3ccccc32)cc1 (stereo not drawn)
#29 Cc1cc(Cl)ccc1C(=O)C1CCCN(C(=O)c2cscn2)C1 (stereo not drawn)
#30 Cc1cc(Oc2ccccc2)nc(SCC(=O)Nc2ccc(Cl)c(Cl)c2)n1
assay / entry	18	19	20	21	22	23	24	25	26	27	28	29	30
p53 reactivation	7%	14%	14%	5%	1%	9%	2%	nt	1%	5%	4%	-2%	2%
Gal4-VP16 FLuc	?	14%	-11%	-2%	5%	-3%	nt	29%	6%	2%	nt	-16%	-1%
BRCA1 expr act	4%	6%	35%	0%	-32%	13%	-12%	32%	0%	5%	-3%	1%	-22%
ELG1 genotox	1%	5%	0%	-5%	-6%	0%	1%	5%	-4%	0%	1%	-6%	-11%
Rab9 promoter act	-4%	-9%	-2%	-8%	-5%	-5%	2%	15%	0%	11%	-4%	-8%	1%
RORg inh	-35%	-8%	1%	-24%	0%	-24%	nt	?	34%	22%	nt	23%	-5%
uPA surface inh	1%	0%	1%	5%	-3%	30%	4%	1%	1%	6%	-1%	0%	4%
FLuc modulator	-19%	?	1%	1%	-1%	-4%	-2%	?	?	-2%	3%	6%	7%
NPC1 promoter act	1%	2%	-1%	-2%	-1%	1%	-2%	0%	0%	-1%	-1%	-2%	1%
MLL CXXC-DNA inh	0%	5%	1%	-3%	-1%	-5%	nt	-1%	-4%	-2%	nt	-3%	10%
MBNL1-CUG inh	6%	11%	-11%	?	?	-4%	nt	3%	-5%	-1%	nt	5%	2%

#31 COc1ccccc1C(=O)Nn1c(C2CCC2)nc2ccccc2c1=O
#32 COCCCNC(=O)C1CCC(CNS(=O)(=O)c2ccc(Cl)cc2)CC1 (stereo not drawn)
#33 CC(=O)Nc1ccc(N=Cc2ccc[nH]2)cc1
#34 Cc1c(Cl)cccc1NC(=O)N1CCN(C(=O)c2ccco2)CC1
#35 CC(=O)N1c2ccccc2[C@@H](C)[C@@H]1C
#36 COc1ccccc1N1CCN(C(=O)N2CCOCC2)CC1
#37 Cc1cccc(-c2noc(CCCOc3ccc(Cl)cc3Cl)n2)c1
#38 CC1(C)NS(=O)(=O)Oc2ccccc21
assay / entry	31	32	33	34	35	36	37	38
p53 reactivation	-4%	4%	4%	-17%	-4%	2%	7%	nt
Gal4-VP16 FLuc	-3%	4%	nt	-9%	nt	9%	5%	-5%
BRCA1 expr act	-10%	1%	10%	0%	-2%	-12%	-14%	-1%
ELG1 genotox	-1%	-2%	0%	2%	-3%	3%	4%	4%
Rab9 promoter act	8%	-2%	1%	9%	-9%	1%	-5%	-3%
RORg inh	-2%	7%	6%[0.365 µM]	0%	nt	2%	6%	7%
uPA surface inh	nt	-9%	6%	-1%	-1%	-5%	2%	9%
FLuc modulator	0%	-2%	2%	-2%	5%	1%	-9%	-2%
NPC1 promoter act	-2%	-5%	-3%	0%	-1%	0%	0%	2%
MLL CXXC-DNA inh	2%	-1%	5%	4%	nt	5%	0%	1%
MBNL1-CUG inh	-8%	-5%	5%	-18%	nt	6%	0%	-8%
